Source: PubChem (several laboratories)
CHRM5 antagonist – human M5 muscarinic receptor antagonists, primary screen, CHO cells, Fluo-8 calcium fluorescence; CHO-hM5 cells, ACh EC80; 360,000 tested, 0.59% active; AID 624040, 2012; inhibition, % at 3 µM;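 active means inhibition above a per-plate cutoff, the mean of that plate's test compounds plus 3 SD, cut at about 27% in these data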;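 further: 0% = acetylcholine EC80 with DMSO and 100% = DMSO without agonist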
Target sequence (P08912 whole entry, looked up): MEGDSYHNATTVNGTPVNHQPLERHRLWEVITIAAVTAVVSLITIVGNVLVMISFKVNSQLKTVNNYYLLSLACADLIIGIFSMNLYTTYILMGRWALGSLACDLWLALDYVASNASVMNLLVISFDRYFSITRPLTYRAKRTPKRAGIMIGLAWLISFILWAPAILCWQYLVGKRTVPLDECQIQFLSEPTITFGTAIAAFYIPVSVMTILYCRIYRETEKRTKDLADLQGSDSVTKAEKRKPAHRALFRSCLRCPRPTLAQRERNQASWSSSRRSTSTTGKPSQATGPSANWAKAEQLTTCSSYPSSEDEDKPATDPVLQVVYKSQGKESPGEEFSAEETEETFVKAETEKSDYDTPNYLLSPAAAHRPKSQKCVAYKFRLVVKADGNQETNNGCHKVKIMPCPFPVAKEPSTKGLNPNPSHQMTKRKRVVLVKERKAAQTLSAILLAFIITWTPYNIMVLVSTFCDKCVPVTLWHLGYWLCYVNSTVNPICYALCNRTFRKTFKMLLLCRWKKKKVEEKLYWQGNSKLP
M5 PAM – human M5 muscarinic receptor positive allosteric modulators, primary screen, CHO-K1 cells, Fluo-8 calcium fluorescence. CHO-K1 hM5, ACh EC20 PAM; 0% = ACh EC20, 100% = ACh EC100. 360,000 tested, 0.3% active. activation, % at 3 µM;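 active means activation above the run cutoff, the mean activation of all test compounds plus 3 SD, cut at about 18% in these data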
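Assay system: CHO-K1 hM5 cells / Incubation: Fluo-8 loading 80 min at 37 °C plus 30 min room temperature / Technique: Fluo-8 calcium dye fluorescence, kinetic read / Repeats: single replicate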
M4 PAM – human M4 muscarinic receptor positive allosteric modulators, primary screen, CHO-K1 cells, Fluo-8 calcium fluorescence; CHO-K1 hM4/Gqi5, ACh EC20; 0% = ACh EC20, 100% = maximal ACh; activation, % at 3 µM; 360,000 tested, 0.4% active;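 active means activation above its plate's cutoff, the mean activation of sample wells plus 3 SD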; further: some results filed as inactive read as strong as hits
TAAR1 antagonist – human TAAR1 antagonists, primary screen, Fluo-8 calcium fluorescence, CHO RD-HGA16 cells | Trace amine-associated receptor 1 (Homo sapiens), Q96RJ0 | inhibition, % at 3 µM | AID 624466, 2012 | 360,000 tested, 1.5% active | antagonist;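 active means inhibition above a per-plate cutoff, the mean inhibition of test compounds on that plate plus 3 SD, cut at about 49% in these data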;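 further: 0% = DMSO plus EC80 beta-PEA response and 100% = DMSO alone without agonist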
Target sequence (Q96RJ0 whole entry, looked up): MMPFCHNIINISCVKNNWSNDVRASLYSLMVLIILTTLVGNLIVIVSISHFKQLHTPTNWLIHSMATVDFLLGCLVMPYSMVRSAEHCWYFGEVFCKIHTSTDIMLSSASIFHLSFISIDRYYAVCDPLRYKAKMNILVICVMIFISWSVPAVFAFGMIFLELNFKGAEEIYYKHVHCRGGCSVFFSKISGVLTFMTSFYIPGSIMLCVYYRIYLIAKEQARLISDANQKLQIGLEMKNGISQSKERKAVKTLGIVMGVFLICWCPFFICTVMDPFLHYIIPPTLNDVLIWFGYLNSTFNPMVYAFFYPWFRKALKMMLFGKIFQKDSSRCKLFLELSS
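Test system – hTAAR1-expressing CHO RD-HGA16 cells, Gα16-coupled · Reagent – β-PEA at EC80 concentration, post-compound challenge · Compound dosing – 3 µM, single point · Timing – 140 s kinetic read after compound, 140 s after agonist · Detection – Fluo-8 intracellular calcium dye fluorescence, real-time kinetic reads · Control set – DMSO and EC80 PEA controls · Repeats – n of 1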
CHRM5 agonist – human M5 muscarinic receptor agonists, primary screen, CHO-K1 cells, Fluo-8 calcium fluorescence. Muscarinic acetylcholine receptor M5 (Homo sapiens), P08912. CHO-K1 hM5 cells; 0% DMSO wells, 100% maximal acetylcholine response. activation, % at 3 µM. 360,000 tested, 0.19% active;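 active means activation above the run's mean over test compounds plus 3 SD, cut at about 23% in these data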;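 further: signal is peak over basal fluorescence ratio across the kinetic read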
CHO-K1 Ca PAM – nonselective calcium activators in parental CHO-K1 cells, primary screen, counter-screen for M1 PAM project, cell-based, Fluo-8 calcium fluorescence, full deck, 1536-well; ATP EC20; 0% at ATP EC20, 100% at ATP max; AID 602247, 2012; 360,000 tested, 0.02% active; activation, % at 3 µM;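 active means activation above the run cutoff, the mean activation of all test compounds plus 3 SD, cut at about 40% in these data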;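 further: peak over basal fluorescence ratio in a 140 s read after ATP addition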
CRFBP-R2 agonist – agonists of CRF-BP/CRF-R2 complex, primary screen, cell-based, HEK293, calcium dye fluorescence, uHTS | activation, % at 13.2 µM | AID 588473, 2011 | 350,000 tested, 0.46% active | calcium dye fluorescence (FLIPR); percent of saturating CRF peptide response;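 active means activation of at least 50%, plus an integration ratio under a set limit after plate pattern correction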;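 further: plate controls were neutral control wells without compound for no effect and CRF at EC100 for full effect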
CRFBP-R2 block – antagonists of CRF-BP/CRF-R2 complex, primary screen, cell-based, HEK293, calcium dye fluorescence, uHTS; inhibition, % at 11.8 µM; CRF-induced calcium fluorescence; 350,000 tested, 0.59% active; AID 588475, 2011;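 active means inhibition of the ligand-induced calcium signal above about 50% at the single tested concentration, limit read from the data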
TAAR1 agonist – human TAAR1 agonists, primary screen, Fluo-8 calcium fluorescence, CHO RD-HGA16 cells; Trace amine-associated receptor 1 (Homo sapiens), Q96RJ0; vehicle wells 0%, saturating PEA agonist 100%; activation, % at 3 µM; 360,000 tested, 0.99% active; AID 624467, 2012;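 active means activation above the mean activation of all test compounds in the run plus 3 SD, cut at about 38% in these data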
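Test system: RD-HGA16 (CHO) cells co-expressing Gα16 and hTAAR1 / Benchmarks: DMSO vehicle as 0%, PEA at EC100 as 100% / Repeats: no replicates (n 1) / Measure: % activation from peak over basal fluorescence ratio, DMSO-to-PEA scaled / Timing: 17-24 h plating, Fluo-8 75 min 37 °C, 30 min RT / Technique: kinetic Fluo-8 calcium fluorescence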
Starred values were filed as active, the others as inactive; . = not tested or not shown.

Compound,M5 PAM,M4 PAM,CHO-K1 Ca PAM,TAAR1 agonist,CHRM5 antagonist,CHRM5 agonist,TAAR1 antagonist,CRFBP-R2 agonist,CRFBP-R2 block
O=C(Cn1nnc2ccccc2c1=O)N[C@@H](Cc1ccccc1)C(=O)O,11,4,-7,3,0,3,-12,5.0,-3
CCCCn1c(-c2csc(CCC)c2)n[nH]c1=S,6,-9,8,-1,5,-5,0,-2.0,11
FC(F)(F)c1cnc2c(-c3ccccc3)n[nH]c2c1,-4,-13,-5,7,9,-2,-16,0.6,-6
NS(=O)(=O)c1ccc(NC(=S)NC2CCCCC2)cc1,-4,-9,9,0,7,-4,12,-0.1,-2
Cn1c(=O)c2c(nc(CN3CCN(C(=O)c4ccco4)CC3)n2CCCc2ccccc2)n(C)c1=O,-1,-4,-13,2,-4,1,21,-2.5,-16
COc1ccc(NC(=O)COC(=O)CCNS(=O)(=O)c2ccccc2)cc1OC,2,5,4,4,2,1,13,0.3,11
Cc1cc2c3ccccc3[nH]c(=O)n2n1,-5,2,1,0,-4,2,-2,-0.7,-25
CC(C)CCNC(=O)CCc1nnc2n(CCCOC(C)C)c(=O)c3ccccc3n12,0,3,2,5,0,-3,-9,-2.0,3
CCCNC(=O)c1cn(CC)c2cc(N3CCN(C(=O)c4ccco4)CC3)c(F)cc2c1=O,-11,-9,-2,5,10,2,5,2.5,6
Oc1ccc2ccccc2c1C=NCc1cn2ccsc2n1,-2,10,2,-1,-8,0,-21,-1.2,-2
CCN1CCN(C2=C(NS(=O)(=O)c3ccc(Br)cc3)C(=O)c3ccccc3C2=O)CC1,8,1,0,3,-5,-2,-11,-0.2,3
CON(C)S(=O)(=O)c1cccc(C(=O)NC2CCSc3ccccc32)c1 (stereo unspecified),-3,-10,-6,-1,3,0,9,-1.3,5
CCOc1ccc(OCCSc2ccc(S(=O)(=O)N3CCN(C)CC3)cn2)cc1,-13,-1,-13,8,9,-6,3,1.6,-5
CCOc1cc(C(=S)N2CCOCC2)ccc1OC(=O)/C=C/c1ccc(OC)c(OC)c1,0,9,19,10,-4,1,18,1.3,-3
COc1ccc(OC)c(S(=O)(=O)Nc2cccc(F)c2)c1,3,1,15,6,-7,-6,5,-1.0,-10
CCCCCc1cc(=O)oc2c(C(CCN3CCCC(C)C3)c3cc(OC)c(OC)c(OC)c3)c(OC)cc(OC)c12 (stereo unspecified),-12,-3,9,.,23,-9,.,-1.6,-4

Arranged by molar mass (rising): part of the list above.
Compound,M5 PAM,M4 PAM,CHO-K1 Ca PAM,TAAR1 agonist,CHRM5 antagonist,CHRM5 agonist,TAAR1 antagonist,CRFBP-R2 agonist,CRFBP-R2 block
Oc1ccc2ccccc2c1C=NCc1cn2ccsc2n1,-2,10,2,-1,-8,0,-21,-1.2,-2
COc1ccc(OC)c(S(=O)(=O)Nc2cccc(F)c2)c1,3,1,15,6,-7,-6,5,-1.0,-10
CCCCCc1cc(=O)oc2c(C(CCN3CCCC(C)C3)c3cc(OC)c(OC)c(OC)c3)c(OC)cc(OC)c12 (stereo unspecified),-12,-3,9,.,23,-9,.,-1.6,-4

Later entries
Compound,M5 PAM,M4 PAM,CHO-K1 Ca PAM,TAAR1 agonist,CHRM5 antagonist,CHRM5 agonist,TAAR1 antagonist,CRFBP-R2 agonist,CRFBP-R2 block
CC(C)(CSc1nncn1N)NS(=O)(=O)c1ccc(Cl)cc1,0,4,7,1,-5,-5,-10,5.2,-18
CC(C)C(NC(=O)c1ccc([N+](=O)[O-])cc1Cl)C(=O)N1CCCC1 (stereo unspecified),1,-2,12,5,15,-3,-5,-1.3,-1
CCOC(=O)C(=O)N(CC)C1CCS(=O)(=O)C1 (stereo unspecified),-3,-13,11,3,9,1,2,-0.4,3
NC(=O)C1(NC(=O)[C@@H]2CC3(CC(c4cccc(NC(=O)[C@@H]5CCC(=O)N5)c4)=NO3)CN2C(=O)Cc2ccc(C(F)(F)F)cc2)CC1 (stereo partly specified),4,10,5,1,-4,6,-2,-0.4,1
CC(C)(C)N(Cc1ccccc1)C(=O)COC(=O)[C@@H]1CCCN1C(=O)c1cccs1,3,-7,12,0,-5,2,-6,0.3,1
CN1/C(=C\C=C2/SC(=S)N(CC(=O)O)C2=O)C(C)(C)c2ccccc21,-10,-1,13,235*,2,17,84*,263*,-185
C=CCNC(=O)c1c(Cl)nc(C)c([N+](=O)[O-])c1C,-11,2,5,2,13,-1,13,0.9,8
Oc1ccc(Nc2ccc3ccccc3c2)cc1,-5,4,0,0,0,0,-3,-0.8,-4
Cc1cc(C)c2c(N)c(-c3nc4ccccc4[nH]3)sc2n1,-3,2,18,4,0,-3,2,-2.6,17
CC(=O)OCCc1c(C)nc2nc[nH]n2c1=O,-4,0,10,17,2,-3,-1,-1.7,5
S=c1[nH]nc(-c2n[nH]c3c2CCC3)n1/N=C/C=C/c1ccccc1,-5,-6,6,-1,8,0,-28,-1.9,11
Cc1ccc2nc(N/N=C\c3ccc([N+](=O)[O-])o3)nc(-c3ccccc3)c2c1,-1,3,2,6,-1,-2,-7,2.4,-38
C=CCn1c(NCc2ccccc2O)nc2ccccc21,8,-6,16,7,8,-3,0,-1.2,7
CC(C)CSc1oc(-c2ccco2)nc1S(=O)(=O)c1ccccc1,10,-10,16,-2,-2,2,-53,5.1,8
CCCn1c2ccccc2c2nnc(SCC(=O)Nc3ncccn3)nc21,3,9,23,3,-1,-7,3,-3.0,11
COc1cc(C=O)ccc1OCCSc1ccc(C)cc1,1,-6,-1,17,3,-4,11,-1.5,28
COc1cc(NC(=O)c2ccc(-c3cccc([N+](=O)[O-])c3)o2)ccc1NC(=O)C(C)C,-8,-3,-2,8,0,1,63*,-4.2,-5
CC(C)(C)c1csc(NC(=O)c2cccnc2Cl)n1,-4,3,7,1,-3,0,-20,-1.0,3
COc1ccc(C(=O)NC2CC2)cc1OC1CCN(Cc2cc(C)c(C)cc2C)CC1,-1,-1,14,1,6,-6,-11,-1.9,7
COc1cc(C2C(C(=O)c3ccco3)=C(O)C(=O)N2CC2CCCO2)ccc1O (stereo unspecified),6,6,6,0,-2,-1,-2,0.7,-5
O=S(=O)(c1ccccc1)N1CCN(S(=O)(=O)c2ccc(F)cc2)CC1,-3,-1,18,1,6,-3,-22,2.0,-4
Cn1c(C2CCCCC2)nc2cc(N)ccc21,0,-1,10,1,8,-5,-6,0.3,11
CCN(CC)C(=S)Nc1ccc(OC)cc1,3,0,2,1,1,-1,-8,-3.0,11
Cc1cc(C(=O)CSC(C)c2nc3ccccc3c(=O)[nH]2)c(C)n1C (stereo unspecified),1,-1,-9,1,5,0,-3,-0.1,-12
CC(=O)c1c(C)oc2ccc(N(C(=O)c3ccncc3)S(=O)(=O)c3ccccc3)cc12,11,4,-23,5,-3,5,-7,-1.5,-6
Cc1nnc(-c2cnn(C)c2N)n1Cc1cccc(Cl)c1,2,-1,-1,2,4,-3,10,-0.3,15
OCCN1CCN(CC(O)COc2ccc(Cl)cc2)CC1 (stereo unspecified),2,20,24,4,-3,-1,-3,0.7,8
Cc1cc(=O)oc2cc(OCC(=O)OCc3nnc(-c4ccccc4)o3)ccc12,0,-2,17,3,-1,-1,-2,1.9,4
CCOC(=O)c1c(-c2ccccc2)oc2ccc(OCC(=O)NNC(=O)CCCC(=O)O)cc12,0,2,-1,1,1,1,-9,-1.8,1
COc1ccc(NC(=O)COc2cccc(C(F)(F)F)c2)cn1,15,13,21,4,-9,0,-3,6.8,7
Cc1cccc(N2CCN(C(=O)COc3cccc4c3OC(C)(C)C4)CC2)c1C,-11,-5,-2,2,10,-3,1,-4.4,-10
O=[N+]([O-])c1cc(-c2ccc(C(=S)N3CCOCC3)o2)ccc1Cl,4,-5,18,6,-6,2,7,1.1,-28
Cc1nn(-c2ccccc2)c(C)c1/C=N/NC(=O)c1ccccc1O,-7,3,0,10,13,2,24,-0.3,-3
O=C(NCCN1CCCCC1)Nc1ccc(Br)cc1,-4,-5,-13,10,12,-2,-2,6.9,0
CCn1cc(S(=O)(=O)c2ccc(C)cc2)[nH]c1=O,8,7,14,2,-1,-2,-12,-1.5,-5
CCOC(=O)c1[nH]c2ccc(Br)cc2c1NC(=O)CCN1CCN(C(=O)OCC)CC1,-3,-1,11,3,-12,2,11,-2.9,0
O=C(Nc1ccc(N2CCN(C(=O)c3ccco3)CC2)cc1)c1ccccc1Br,1,-5,4,2,2,-3,9,0.1,5
COc1ccc(Cc2nnc(Nc3c(C)cccc3C)o2)cc1OC,3,1,6,3,2,2,-30,0.1,13
CCC(=O)NC(Nc1sc2c(c1C(=O)OC)CCC2)C(Cl)(Cl)Cl (stereo unspecified),-8,-10,18,0,-6,-6,-1,-0.4,16
COc1ccc(C(=O)N/N=C/c2ccc3cccc(OCc4ccccc4)c3n2)cc1,-54,-10,25,13,24,-6,60*,1.9,-16
CN(C)CCc1cc2c(c3c1ccc1ccccc13)OCO2,1,-3,-22,28,6,-6,-1,5.0,-14
O=C(Oc1ccc2c(=O)c(Cl)coc2c1)c1cccnc1,-3,1,13,7,-3,-2,-3,-1.1,-4
O=C1C=C(c2ccc(Cl)cc2)OC2(CCCC2)O1,2,1,17,6,-3,-8,-15,0.9,-17
O=C(CSc1nccn1-c1ccc(Cl)cc1)NCc1ccc2c(c1)OCO2,-1,5,11,-2,-2,0,-27,-1.3,14
O=C(Cn1cncn1)N/N=C/c1c2ccccc2cc2ccccc12,-1,-2,4,6,-4,-4,-12,-0.4,-7
COC(=O)c1ccc(C2/C(=C(\O)c3cccc(OC)c3)C(=O)C(=O)N2CCCN2CCOCC2)cc1 (stereo unspecified),-5,-1,10,7,-7,3,-2,-1.1,1
COc1ccc(C(=O)N/N=C(/C)c2ccc(N3CCCCC3)cc2)cc1,1,1,12,-1,-7,-6,-12,0.8,5
CCOC(=O)C1=CCN(S(=O)(=O)c2ccc(C)cc2)C1c1cccc(F)c1 (stereo unspecified),-4,-5,7,0,3,-4,-17,.,.
COc1ccc(S(=O)(=O)N(C)c2ccc(C(=O)N3CCN(c4ccccc4)CC3)cc2)cc1OC,-8,-7,12,4,23,0,5,-0.6,6
CCN(CC)CCCN1C(=O)C(O)=C(C(=O)c2ccco2)C1c1ccc(OC(C)C)cc1 (stereo unspecified),6,-1,6,10,-7,-1,19,-0.7,0
